# Screening results from PubChem BioAssay.
# aDG glyco act = alpha-DG glycosylation activation. hit rate 0.22% among 360,000. AID 624168. Pro5-aDG cells, alpha-DG glycosylation AlphaScreen (IIH6); 0% Pro5, 100% B10-LARGE cell signal. activation, % at 10 µM;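 active = activation of at least 8% versus controls, or a plate z-score of at least 8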;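 note: Pro5 are CHO cells carrying HIG-tagged alpha-DG that lacks glycosylation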
# PDI turbidity = inhibitors of human protein disulfide isomerase; P07237; PDI insulin aggregation turbidity, A650, 90 min; inhibition, % at 10 µM; hit rate 0.052% among 350,000; AID 588391;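 active = mean inhibition across replicates of 30% or more, whatever share of single replicates reach that level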;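 note: absorbance from insulin aggregation driven by PDI reduction with DTT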
# Target sequence (P07237 whole entry, looked up): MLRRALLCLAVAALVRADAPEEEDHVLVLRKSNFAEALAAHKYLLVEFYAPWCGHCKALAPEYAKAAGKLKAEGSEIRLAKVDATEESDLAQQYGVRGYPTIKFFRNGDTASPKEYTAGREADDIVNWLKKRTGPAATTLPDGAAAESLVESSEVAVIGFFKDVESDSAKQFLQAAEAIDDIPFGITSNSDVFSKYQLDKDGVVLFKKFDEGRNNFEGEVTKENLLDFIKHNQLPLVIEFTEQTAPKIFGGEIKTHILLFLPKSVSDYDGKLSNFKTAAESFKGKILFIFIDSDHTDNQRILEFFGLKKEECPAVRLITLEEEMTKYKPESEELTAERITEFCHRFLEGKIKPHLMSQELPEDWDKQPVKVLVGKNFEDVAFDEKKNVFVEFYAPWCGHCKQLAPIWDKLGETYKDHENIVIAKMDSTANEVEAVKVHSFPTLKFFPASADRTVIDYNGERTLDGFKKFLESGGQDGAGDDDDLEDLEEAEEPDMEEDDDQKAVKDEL
# Vif inh = blocks HIV Vif function; HEK293T cells, Vif self-association by quenched fluorescence, imaging, 24 h; hit rate 0.35% among 340,000; inhibition, % at 7.49 µM; AID 602346; in the data active = inhibition above about 50%, passing the limit was not always enough; note: some results filed as inactive read as strong as hits
# Exocytosis inh = lytic granule exocytosis inhibition; TALL-104 LAMP-1 surface exposure, flow cytometry; cells stimulated with thapsigargin and PMA; inhibition, % at 10 µM; hit rate 0.66% among 360,000;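 active = inhibition above about 55%, limit read from the data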
# hiPSC survival = increases survival of single human iPS cells. hiPSC single-cell survival, ATPlite luminescence; 100% = ROCK inhibitor wells, 0% = DMSO. survival enhancement, % at 20 µM. hit rate 0.044% among 360,000. AID 602274; in the data active = survival enhancement above about 18%;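 note: cells exposed to compounds for 16 hours before the ATP read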
# Peg3 prom inh = reduces Peg3 promoter-driven luciferase expression in HeLa; HeLa PEG-Prom luciferase reporter, luminescence, overnight; inhibition, % at 20 µM; hit rate 1.7% among 360,000; AID 588405;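 active = inhibition of at least 50% at 20 µM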
# NR2E3 ag-1 = agonists of human NR2E3 nuclear receptor; hit rate 0.35% among 360,000; inhibition of corepressor binding, % at 3.98 µM; Q9Y5X4; AID 602229; CHO-S Gal4-NCOR/VP16-NR2E3 two-hybrid, luciferase;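 active = inhibition above the mean of all tested compounds plus 3 SD, cut at about 70% in these data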;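 note: 0% = DMSO with NR2E3 transfected cells and 100% = cells lacking NR2E3 construct; higher means lower luciferase signal from less NR2E3 corepressor binding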
# Target sequence (Q9Y5X4 whole entry, looked up, the tested form may be a part): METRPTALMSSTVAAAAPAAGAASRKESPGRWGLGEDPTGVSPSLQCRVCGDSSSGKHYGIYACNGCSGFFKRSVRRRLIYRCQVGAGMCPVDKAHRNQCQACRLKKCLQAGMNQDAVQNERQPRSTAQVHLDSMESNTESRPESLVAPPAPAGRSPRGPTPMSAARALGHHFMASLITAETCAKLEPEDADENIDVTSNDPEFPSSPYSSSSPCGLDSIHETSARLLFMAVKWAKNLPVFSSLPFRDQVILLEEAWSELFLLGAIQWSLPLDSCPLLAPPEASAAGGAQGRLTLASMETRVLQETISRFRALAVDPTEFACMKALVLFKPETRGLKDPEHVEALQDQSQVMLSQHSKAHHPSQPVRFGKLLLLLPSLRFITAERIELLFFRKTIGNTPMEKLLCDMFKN
# HIF-2a block = HIF-2a inhibition; inhibition, % at 18.8 µM; hit rate 0.72% among 360,000; AID 624352; 786-0 RCC cells HIF-2a reporter, luciferase luminescence, overnight;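 active = inhibition of the luminescence signal of 40% or more relative to plate controls, in a single-dose primary screen at 18.75 µM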
# CaV13 FRET inh = Primary screen for inhibitors of IQ motif and Ca2+-dependent inactivation inhibitor domain binding in CACNA1D, Förster resonance energy transfer in living cells, … | HEK cells, CFP/YFP FRET ICDI-IQ, plate reader, 10 min; percent FRET-ratio fall versus neutral wells | inhibition, % at 12.3 µM | hit rate 0.098% among 340,000 | AID 743397;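 active = mean replicate inhibition of at least 30% and at least 1% of replicates passing that level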;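 note: 0% = median of the neutral control wells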
# MITF TRPM1 inh = MITF TRPM1 promoter inhibition in SK-MEL-5 cells | inhibition, % at 12.5 µM | SK-MEL-5 TRPM1 promoter luciferase, 24 h | AID 488899 | hit rate 0.83% among 330,000;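 active = mean inhibition across replicates of 60% or more, whatever share of single replicates reaches that level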; note: values of inactives mirror those of a sister screen read the other way
# NR2E3 ag-2 = activates human photoreceptor nuclear receptor NR2E3. inhibition of corepressor binding, % at 4.78 µM. hit rate 0.12% among 320,000. AID 2300. Q9Y5X4. GST-NR2E3/biotin-RetCOR TR-FRET, 1536-well;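 active = percent inhibition above the cutoff of mean plus 3 SD of all tested compounds, set per screening campaign, cut at about 20% in these data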;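 note: 0% = DMSO wells and 100% = biotin wells as full block of FRET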
#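 System: GST-NR2E3 and biotin-RetCOR proteins; probe or stimulus: 7 nM biotin-RetCOR; doses: compound at 4.8 µM, single dose; schedule: Compound–protein incubation for 5 h at 4 °C; detection: time-resolved FRET; read-out: percent inhibition; controls: biotin wells as high control, 0.6% DMSO wells as low control; format: 1536-well plates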
# * marks the source's active call; other numbers are inactive results; / = not tested or not shown.
1. Cc1onc(C(=O)N2CCN(c3ccccc3)CC2)c1[N+](=O)[O-]
2. Cc1ccc2c(c1)N(CC(=O)N1CCCCC1)C(=O)CO2
3. Cc1cc(C(=O)N2CCCC(C(=O)c3cccc(C(F)(F)F)c3)C2)n[nH]1 (stereo not given)
4. Cc1ccc(CC(=O)Nc2ccc(C(=O)N3CCOCC3)cc2)cc1
5. Cc1cc(N2CCOCC2)nc(N2CCOCC2)n1
6. Cc1cc2c(ncn2C(C)C)c(N)c1C
7. Cc1ccc(S(=O)(=O)N2CCCC2c2nc3ccccc3s2)cc1 (stereo not given)
8. Cc1noc(C)c1C(=O)OCC(=O)NCCc1ccc(Cl)cc1
9. COCCN(C(=O)COC(=O)/C=C/c1ccc2ccccc2n1)c1c(N)n(Cc2ccccc2)c(=O)[nH]c1=O
10. CC(=O)NS(=O)(=O)c1ccc(N=NN2CCCCC2)cc1

Screen / compound no.	1	2	3	4	5	6	7	8	9	10
aDG glyco act	0.1	-0.1	0.0	-0.2	0.2	0.2	0.3	0.0	0.2	-0.1
PDI turbidity	3	-2	-3	1	0	-5	-2	35*	-2	5
Vif inh	12	6	3	8	4	5	/	-9	-2	3
Exocytosis inh	-1	3	0	1	-3	1	1	-2	3	-2
hiPSC survival	-0.3	0.3	-0.4	0.8	1.6	0.0	1.6	-2.4	-0.4	0.9
Peg3 prom inh	3	7	-28	3	-5	5	12	2	-11	5
NR2E3 ag-1	-17	-28	22	-44	-8	5	6	-6	-1	-16
HIF-2a block	-5	7	0	-5	11	9	16	-1	-14	5
CaV13 FRET inh	-2	-3	-2	/	-6	-4	-3	-4	/	-3
MITF TRPM1 inh	0	5	7	2	-14	10	13	-1	36	8
NR2E3 ag-2	4	5	2	3	-1	-3	3	0	-1	0

11. O=C(O)CCC(=O)N1CCc2cc(S(=O)(=O)NCCc3ccc(Cl)cc3)ccc21
12. Cc1noc(C)c1S(=O)(=O)Nc1ccc2c(c1)C(=O)N([C@@H](C)CO)C[C@H](C)[C@@H](CN(C)Cc1ccc(C(F)(F)F)cc1)OCCCC[C@H](C)O2
13. CC1Cc2ccccc2N1C(=O)CSc1nnnn1C (stereo not given)
14. O=C(Nc1c2ccccc2nc2ccccc12)C(Cl)(Cl)Cl
15. O=S(=O)(/C=C/c1ccccc1)N1CCc2ccccc2C1
16. Cn1c(=O)cc(SCC(=O)NCc2cccnc2)c2ccccc21
17. CC(C(=O)NCc1ccco1)c1ccc([N+](=O)[O-])cc1 (stereo not given)
18. CCN(CC)CCNC(=O)c1cn(CC)c2ccc(S(=O)(=O)N(C)C)cc2c1=O
19. CCCC(CCC)=NNC(=O)CN(Cc1ccccc1)S(=O)(=O)c1ccccc1
20. CCOC(=O)C1CCN(C(=O)/C=C/c2ccc3c(c2)OCO3)CC1

Screen / compound no.	11	12	13	14	15	16	17	18	19	20
aDG glyco act	0.0	0.5	0.0	0.7	0.0	-0.3	-0.3	0.0	-0.2	0.0
PDI turbidity	13	5	-5	4	-3	1	-2	/	3	-2
Vif inh	10	13	/	-14	2	/	-1	-2	-2	7
Exocytosis inh	-9	18	0	24	-1	1	0	5	-2	-2
hiPSC survival	3.5	-1.5	-0.6	-4.6	-0.5	-0.5	-0.3	-2.5	-1.8	0.8
Peg3 prom inh	-3	24	6	96*	18	10	13	-8	-8	-261
NR2E3 ag-1	21	1	19	-53	-25	-18	21	-36	-4	-94
HIF-2a block	9	-68	9	15	4	15	22	13	13	-95
CaV13 FRET inh	/	-5	-5	/	-18	-4	1	-2	-6	-4
MITF TRPM1 inh	0	/	0	11	-1	7	-5	/	-7	-47
NR2E3 ag-2	0	/	1	0	-1	3	0	3	-5	4

21. CCc1[nH]nc(C(=O)N2CCCC(Nc3cccc(F)c3)C2)c1C (stereo not given)
22. CC1(c2nc3ccccc3[nH]2)CCC(=O)N1C1CC1 (stereo not given)
23. C=CCN(CC=C)CCOc1ccccc1[N+](=O)[O-]
24. O=C(CCCN1C(=O)/C(=C\c2cccs2)SC1=S)Nc1cccc(C(=O)O)c1
25. COc1cccc(CNC(=O)c2cc3ccccn3n2)c1
26. COc1ccccc1N1CC(C(=O)NCCC2=CCCCC2)CC1=O (stereo not given)
27. COc1ccc(N2C(=O)c3ccccc3NC23C(=O)N(C)c2ccccc23)cc1 (stereo not given)
28. Cc1ccc(S(=O)(=O)N2CCCC2C(=O)OCc2nc3sc(C)c(C)c3c(=O)[nH]2)cc1 (stereo not given)
29. Cc1cc(C)n2nc(S(=O)(=O)N(C)Cc3ccccc3)nc2n1
30. CSc1ccc(S(=O)(=O)NC2CCCCC2)cc1

Screen / compound no.	21	22	23	24	25	26	27	28	29	30
aDG glyco act	0.1	0.6	1.3	0.3	-0.1	-0.1	-0.3	0.0	0.0	0.0
PDI turbidity	4	/	-1	-1	/	-4	-9	-4	12	-4
Vif inh	-7	-8	3	-1	/	-5	0	2	4	0
Exocytosis inh	24	-4	-1	-4	-5	2	2	-2	0	-1
hiPSC survival	-0.3	-1.4	1.6	0.3	0.4	0.4	3.7	-2.0	-1.4	0.6
Peg3 prom inh	35	-8	9	-10	-33	6	-81	2	-34	17
NR2E3 ag-1	11	9	-45	24	-38	-6	-49	-9	-20	-1
HIF-2a block	-39	5	16	4	-74	2	-123	5	-88	-9
CaV13 FRET inh	/	/	6	-19	-7	-4	-3	-5	-5	-4
MITF TRPM1 inh	6	/	20	4	/	3	-2	5	10	-7
NR2E3 ag-2	4	/	4	-3	0	1	3	0	1	5

31. COC(=O)c1c(C)oc(C)c1S(=O)(=O)NCc1ccc(Cl)cc1
32. O=S(=O)(c1ccc(Br)cc1)c1nc(-c2ccccc2)oc1NCCN1CCOCC1
33. O=C(Cn1cnc2ccccc21)c1ccccc1
34. C/C=C/c1ccc(OCCOc2ccc(C=O)cc2OC)c(OC)c1
35. O=C(CCCC1=NS(=O)(=O)c2ccccc2N1)OCc1ccc(Cl)cc1
36. CCN(CC)CCC(c1ccc2c(c1)OCO2)c1c(OC)cc(OC)c2c(-c3ccccc3)cc(=O)oc12 (stereo not given)
37. CC(C)=CCN1CCN(Cc2cccn2-c2ncccn2)CC1CCO (stereo not given)
38. COc1ccc2c(CN(C)c3ccccc3)cc(=O)oc2c1
39. O=C(NN1C(=O)c2ccc(-c3ccc4c(c3)C(=O)N(NC(=O)c3cccnc3)C4=O)cc2C1=O)c1cccnc1
40. O=C(CC1CC2CCC1C2)N1CCN(S(=O)(=O)c2ccc(F)cc2)CC1 (stereo not given)

Screen / compound no.	31	32	33	34	35	36	37	38	39	40
aDG glyco act	0.1	-0.3	0.2	0.3	0.4	1.9	0.1	0.1	0.2	0.2
PDI turbidity	-14	3	1	-3	5	12	8	0	-5	-2
Vif inh	12	0	-9	0	-1	1	8	2	-3	16
Exocytosis inh	7	-1	-5	-3	-2	-10	3	0	0	1
hiPSC survival	-0.6	0.0	-0.3	-2.9	0.7	-4.2	-0.1	-2.2	2.4	0.6
Peg3 prom inh	13	16	-20	-21	25	56*	2	-5	-1	13
NR2E3 ag-1	8	-17	-55	-20	-10	23	11	-21	-7	15
HIF-2a block	8	-8	-36	-5	10	1	7	-23	7	8
CaV13 FRET inh	-6	/	-3	-3	-12	-5	6	-9	-6	-4
MITF TRPM1 inh	4	6	0	0	-1	4	-5	5	-7	/
NR2E3 ag-2	-4	-3	/	10	0	-3	-1	/	-1	/

41. COc1ccc(Nc2nc(C)cc(C)n2)cc1Cl
42. O=C(O)CC(=O)Nc1ccccc1C(=O)O
43. O=C(CC1CCCCC1)NCC1CCCO1 (stereo not given)
44. COc1cccc(NC(=O)CN(C)C(=O)Cn2cnc3ccccc3c2=O)c1
45. CCC(C)(C(=O)NC1CCCC1)N(Cc1ccco1)C(=O)Cc1cccs1 (stereo not given)
46. COc1ccc(CCNCc2ccc(OCc3ccc(Cl)nc3)c(OC)c2)cc1OC
47. O=C(CCc1ccccc1)N1CCN(Cc2ccc(F)cc2Cl)CC1
48. Cc1ccc(/C=C/C(=O)C2C(=O)c3ccccc3C2=O)cc1
49. Cc1cc(C(F)F)n2ncc(C(=O)NCCc3ccc(Cl)cc3)c2n1
50. Cc1ccccc1OCCC(=O)Nc1ccc(Cl)cc1F

Screen / compound no.	41	42	43	44	45	46	47	48	49	50
aDG glyco act	0.0	0.3	0.3	0.1	0.2	0.7	0.0	-0.4	-0.2	0.2
PDI turbidity	-4	1	0	-3	-5	-2	-3	2	1	-6
Vif inh	8	12	8	-2	/	11	-7	-5	15	11
Exocytosis inh	-2	-1	-2	0	17	2	-4	-6	0	2
hiPSC survival	0.0	-3.0	1.1	0.2	-3.7	-3.0	-0.5	-4.6	2.4	-1.5
Peg3 prom inh	-134	-2	-17	5	11	-11	10	-73	-8	-7
NR2E3 ag-1	-19	-16	-32	1	-9	11	22	-128	-19	-28
HIF-2a block	-231	16	-6	4	20	5	19	-83	-28	-17
CaV13 FRET inh	-21	-3	-5	-2	-6	/	-1	-7	-3	-19
MITF TRPM1 inh	-47	-1	12	7	3	4	5	13	-4	-12
NR2E3 ag-2	-4	-3	-2	2	2	0	-1	2	-4	-2

# Entries above containing an aryl methoxy group:
25. COc1cccc(CNC(=O)c2cc3ccccn3n2)c1
26. COc1ccccc1N1CC(C(=O)NCCC2=CCCCC2)CC1=O (stereo not given)
27. COc1ccc(N2C(=O)c3ccccc3NC23C(=O)N(C)c2ccccc23)cc1 (stereo not given)
34. C/C=C/c1ccc(OCCOc2ccc(C=O)cc2OC)c(OC)c1
36. CCN(CC)CCC(c1ccc2c(c1)OCO2)c1c(OC)cc(OC)c2c(-c3ccccc3)cc(=O)oc12 (stereo not given)
38. COc1ccc2c(CN(C)c3ccccc3)cc(=O)oc2c1
41. COc1ccc(Nc2nc(C)cc(C)n2)cc1Cl
44. COc1cccc(NC(=O)CN(C)C(=O)Cn2cnc3ccccc3c2=O)c1
46. COc1ccc(CCNCc2ccc(OCc3ccc(Cl)nc3)c(OC)c2)cc1OC

Screen / compound no.	25	26	27	34	36	38	41	44	46
aDG glyco act	-0.1	-0.1	-0.3	0.3	1.9	0.1	0.0	0.1	0.7
PDI turbidity	/	-4	-9	-3	12	0	-4	-3	-2
Vif inh	/	-5	0	0	1	2	8	-2	11
Exocytosis inh	-5	2	2	-3	-10	0	-2	0	2
hiPSC survival	0.4	0.4	3.7	-2.9	-4.2	-2.2	0.0	0.2	-3.0
Peg3 prom inh	-33	6	-81	-21	56*	-5	-134	5	-11
NR2E3 ag-1	-38	-6	-49	-20	23	-21	-19	1	11
HIF-2a block	-74	2	-123	-5	1	-23	-231	4	5
CaV13 FRET inh	-7	-4	-3	-3	-5	-9	-21	-2	/
MITF TRPM1 inh	/	3	-2	0	4	5	-47	7	4
NR2E3 ag-2	0	1	3	10	-3	/	-4	2	0
